TNAP inh Pi = human TNAP enzyme inhibitors, primary screen, biochemical, colorimetric, phosphate release readout; Alkaline phosphatase, tissue-nonspecific isozyme (Homo sapiens), P05186; purified TNAP, pNPP, malachite green phosphate absorbance; inhibition, % at 20 µM; 21,000 tested, under 10 active
Target sequence (P05186 whole entry, looked up): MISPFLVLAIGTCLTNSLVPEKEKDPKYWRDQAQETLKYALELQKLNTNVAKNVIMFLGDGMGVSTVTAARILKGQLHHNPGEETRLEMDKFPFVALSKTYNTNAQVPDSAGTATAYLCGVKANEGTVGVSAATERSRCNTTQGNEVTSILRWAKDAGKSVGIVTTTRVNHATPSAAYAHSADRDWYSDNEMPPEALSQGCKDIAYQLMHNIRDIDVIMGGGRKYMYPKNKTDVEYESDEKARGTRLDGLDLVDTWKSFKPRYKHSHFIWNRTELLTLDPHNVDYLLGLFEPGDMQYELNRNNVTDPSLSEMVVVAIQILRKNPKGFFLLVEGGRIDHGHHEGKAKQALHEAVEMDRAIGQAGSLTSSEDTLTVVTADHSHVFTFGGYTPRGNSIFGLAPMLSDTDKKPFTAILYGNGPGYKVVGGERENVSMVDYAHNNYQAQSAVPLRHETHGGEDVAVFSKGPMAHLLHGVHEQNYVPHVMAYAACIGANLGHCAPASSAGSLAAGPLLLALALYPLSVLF
TNAP pNPP inh = human TNAP enzyme inhibitors, primary screen, biochemical, colorimetric, p-nitrophenol readout | Alkaline phosphatase, tissue-nonspecific isozyme (Homo sapiens), P05186 | purified TNAP, pNPP hydrolysis, absorbance 405 nm | inhibition, % at 20 µM | 21,000 tested, under 10 active | AID 615, 2007;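 note: 0% = DMSO only wells and 100% = 1 mM levamisole wells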
* marks the source's active call; other numbers are inactive results.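 Rule for the calls: active = inhibition above 50% at the 20 µM single-dose screen; inactive = the rest.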 A portion of the library; the hit share may differ from the screen's.

SMILES	TNAP inh Pi	TNAP pNPP inh
CC(C)CC(=O)N1CCN(C(=O)CCC2CCCC2)CC1	6.2	-0.4
C=CCn1c(Cc2cccs2)nnc1SCC(=O)c1cccc(Br)c1	-16.5	1.8
CN1C(=S)SC(N(O)C(=O)NC2CCCCC2)C1(C)C (stereo unspecified)	1.3	-0.4
CCC(C)N(C(=O)COC(=O)c1cn(CC)c2nc(C)ccc2c1=O)C1CCS(=O)(=O)C1 (stereo unspecified)	3.4	0.7
Cn1c(=O)c2c(nc(NCc3ccc4c(c3)OCO4)n2Cc2ccccc2F)n(C)c1=O	0.0	0.0
CCCCn1c(SCc2c(C)noc2C)nc2cc(S(N)(=O)=O)ccc21	10.2	5.3
c1ccc(-c2nc(N3CCCCCC3)c3ccccc3n2)nc1	10.3	3.3
CC1CCCC(C)N1S(=O)(=O)c1ccc(NC(=O)c2ccccc2C(=O)N2CCOCC2)cc1 (stereo unspecified)	9.5	-1.9
CCC1(C)Cc2c(C#N)c(N)sc(=S)c2CO1 (stereo unspecified)	0.0	0.0
CC(C)[C@H](NC(=O)NCCc1ccc(F)cc1)C(=O)O	7.1	4.6
CC(=O)Nc1ccc(S(=O)(=O)N(C)CC(=O)Nc2ccccc2N2CCOCC2)cc1	-4.8	-12.4
COc1cc2c(cc1OC)-c1cc(N3CCCc4ccccc43)nc(=O)n1CC2	11.5	1.5
O=C(C1Cc2ccccc2CN1S(=O)(=O)c1ccc(F)cc1)N1CCCCCC1 (stereo unspecified)	1.5	9.4
CCOC(=O)CSC1=C(C#N)C(c2ccccc2OCC)C(C#N)C(=O)N1 (stereo unspecified)	9.3	3.6
Cn1c(=O)c2c(nc(Br)n2Cc2c(F)cccc2Cl)n(C)c1=O	2.5	8.3
COc1ccc(C)cc1NC(=O)c1ccc(NC(=O)CC2SC(N3CCCC3)=NC2=O)cc1 (stereo unspecified)	1.7	-3.3
CCc1cc(=O)oc2cc(C)c(CN3CCCC(C)C3)c(O)c12 (stereo unspecified)	-3.3	-5.5
CCOC(=O)N1CCN(S(=O)(=O)c2cccc3ccc(C)nc23)CC1	10.3	5.5
COc1ccc(OC)c(C2=Nn3c(nnc3C3CCCCC3)SC2)c1	0.0	0.0
COC(=O)c1ccc(OCCn2cnc3ccccc3c2=O)cc1	5.1	-0.2
CC(=O)c1cccc(-n2nnnc2SCC(=O)Nc2cccc(NC(=O)c3ccco3)c2)c1	14.6	2.9
COc1ccc(NCc2nnc(SCC#N)n2-c2ccccc2OC)cc1	19.6	7.9
CC(C)(CO)NC(=O)C(c1ccccc1)c1ccccc1	7.0	-1.2
COc1ccccc1C1C(C(=O)c2sc(C)nc2C)=C(O)C(=O)N1CCN1CCOCC1 (stereo unspecified)	9.3	5.4
COc1ccc(S(=O)(=O)NC(C)C(=O)Nc2ccccc2F)cc1 (stereo unspecified)	13.3	2.1
Cc1sc(NC(=O)c2oc3ccccc3c2C)c(C#N)c1C	7.0	0.6
COc1ccccc1-c1coc2cc(O)cc(O)c2c1=O	9.2	0.9
Cn1c(=O)n(C)c2cc(S(=O)(=O)NCc3ccco3)ccc21	8.9	4.8
CN(C)C(=O)Nc1cnc2ccccc2c1	-10.8	0.3
CCN(CC)c1nc2n(c(=O)n1)CCO2	-6.0	-7.5
O=C(Cc1cccs1)OCC(=O)c1ccco1	11.8	4.4
Cc1c(/C(O)=C2/C(=O)C(=O)N(Cc3cccnc3)C2c2cccs2)cnn1-c1ccccc1 (stereo unspecified)	10.9	3.6
O=C(O)CCNc1cc2ccccc2cc1C(=O)O	-17.3	-1.5
CCOC(=O)Cn1c2ccccc2c2nc3ccccc3nc21	3.0	1.3
O=C(Nc1cc(C(F)(F)F)ccc1N1CCOCC1)c1cncc(Br)c1	14.9	5.7
COC(=O)c1ccccc1NC(=O)CSc1nnc(COc2cccc(OC)c2)n1C	9.0	5.7
CCCCNC(=O)Cn1cnc2c(cnn2-c2ccc(C)c(C)c2)c1=O	5.9	-1.4
Fc1ccc(-c2noc(C3CCN(Cc4cccnc4)CC3)n2)cc1	9.2	0.1
Cc1c(C2Nc3ccccc3NC3=C2C(=O)CC(C)(C)C3)cnn1C (stereo unspecified)	-5.9	4.9
CCOC(=O)/C=C1\Nc2ccccc2SC1=O	-4.1	-5.1
COc1ccc(N2CCN(C(=O)CSc3nnc4nc(C)cc(C)n34)CC2)cc1	13.7	2.9
CC1CCCN(CC(=O)Nc2ccc(S(=O)(=O)N3CCCCCC3)cc2)C1 (stereo unspecified)	7.1	4.5
COc1c2c(nc3occc13)C(CCC(C)(C)O)(OC)C(O)CC2 (stereo unspecified)	-0.2	5.5
Cc1cc(C)n(-c2nc3ccccc3nc2N2CCCCCC2)n1	7.2	2.6
O=C(CNCc1ccco1)Nc1ccccc1-n1cccc1	-8.9	6.1
Cc1nnc2n(-c3ccccc3)c(=O)c3c4c(sc3n12)CC(C)CC4 (stereo unspecified)	-14.6	3.9
COC(=O)c1cccc(NC(=O)CSc2nc(C)cc(=O)[nH]2)c1	3.0	6.2
CCCC1C(C#N)=C(N)Oc2cc(C)n(C)c(=O)c21 (stereo unspecified)	7.6	2.4
c1ccc2sc(NC3=NCN(Cc4ccc5c(c4)OCO5)CN3)nc2c1	10.9	3.9
c1cc(N2CCCC2)ccc1C(c1nnnn1C1CCCCC1)N1CCOCC1 (stereo unspecified)	4.1	-4.1
Cc1nn(-c2ccccc2)c(C)c1C(=O)Nc1nnc(-c2ccco2)o1	-11.2	0.7
COc1ccc(CNc2nc3nc(C)c(Cl)c(=O)n3[nH]2)cc1OC	7.1	3.4
COCCCN1C(=O)C(=O)/C(=C(/O)c2ccccc2)C1c1ccc2c(c1)OCO2 (stereo unspecified)	-3.1	-6.3
CCCCOc1ccc(-c2nnc(N)s2)cc1	7.9	2.9
CCOc1cccc(=O)c2c(C)n(CC3CCCO3)c(C)c12 (stereo unspecified)	-5.5	-12.4
Cc1ccc(OCc2nnc(SCC(=O)C(C)(C)C)n2Cc2ccco2)cc1	7.1	5.4
CSc1nc2sc3c(c2c2nncn12)CCC3	9.3	4.7
Cc1cc(F)c(F)c(C(=O)NC2CC2)c1Cl	7.4	1.8
Cn1c(C(O)c2ccccc2F)nc(Cl)c1Cl (stereo unspecified)	5.6	1.6
COc1cc2cc(C(c3nnnn3C3CCCC3)N3CCCCC3)c(=O)[nH]c2cc1OC (stereo unspecified)	-8.6	4.8

Remaining list, next part
SMILES	TNAP inh Pi	TNAP pNPP inh
C=C(C)Cn1c(SCC(=O)O)nnc1-c1ccc(C(C)(C)C)cc1	5.0	-1.4
CC(CN1CCOCC1)OC(=O)c1ccccc1Br (stereo unspecified)	8.5	3.7
CC(=O)c1cccc(NC(=O)N2CCCC2C(=O)NCCC(C)C)c1 (stereo unspecified)	6.6	7.2
c1ccc(-c2csc3ncn4nnnc4c23)cc1	14.6	0.4
CCCc1nnc(SCC(=O)Nc2ccc(OC)cc2)n1N	6.2	2.0
CCOC(=O)c1c(CC(C)C)csc1NC(C)=O	8.8	3.2
CCOc1ccccc1NC(=O)C1C2C=CC(O2)C1C(=O)O (stereo unspecified)	7.7	2.4
N#Cc1c(NC(=O)CCCN2C(=O)c3ccccc3C2=O)oc(-c2ccccc2)c1-c1ccccc1	-9.3	-6.9
O=C(O)CN(c1ccccc1)C1SC(=O)NC1=O (stereo unspecified)	1.6	1.9
Cc1ccc2c(C)nc(Nc3ncc4c(n3)CCCC4=O)nc2c1	13.6	0.4
Brc1ccc2c(c1)CNc1c(ncnc1N1CCOCC1)O2	-1.0	6.2
CCC(CC)C(=O)NCc1ccccc1OC	9.9	2.9
O=C(Nc1ccccc1Sc1ccccc1)C1CCCO1 (stereo unspecified)	-8.8	5.2
Nc1nc2c(s1)C(=O)CCC2	5.3	0.1
CCn1c(COc2cccc(OC)c2)nnc1SCC(=O)Nc1cccc(OC)c1	5.2	2.4
C=CCNc1sc(C(=O)C(C)(C)C)c(N)c1C#N	-13.9	-1.9
COc1ccc(-c2nn(CCC(=O)O)cc2CCC(=O)O)cc1	0.0	0.0
Cc1cccc2cc(CN(Cc3ccc(F)cc3)Cc3nnnn3C3CCCC3)c(=O)[nH]c12	7.7	2.8
CCOC(=O)C(C(=O)OCC)C(C#N)c1ccccc1 (stereo unspecified)	11.6	1.7
COc1ccccc1C(=O)Nc1ccc2c(c1)OCCO2	7.3	6.4

An excerpt from above in order of length of the SMILES, lowest first:
SMILES	TNAP inh Pi	TNAP pNPP inh
Cc1sc(NC(=O)c2oc3ccccc3c2C)c(C#N)c1C	7.0	0.6
CCc1cc(=O)oc2cc(C)c(CN3CCCC(C)C3)c(O)c12 (stereo unspecified)	-3.3	-5.5
Cc1cccc2cc(CN(Cc3ccc(F)cc3)Cc3nnnn3C3CCCC3)c(=O)[nH]c12	7.7	2.8
CCC(C)N(C(=O)COC(=O)c1cn(CC)c2nc(C)ccc2c1=O)C1CCS(=O)(=O)C1 (stereo unspecified)	3.4	0.7

Shown with two lines to a compound: entries from further up
Under each structure – TNAP inh Pi, TNAP pNPP inh
- COc1ccc(CNc2nc3nc(C)c(Cl)c(=O)n3[nH]2)cc1OC
 : 7.1, 3.4
- COCCCN1C(=O)C(=O)/C(=C(/O)c2ccccc2)C1c1ccc2c(c1)OCO2 (stereo unspecified)
 : -3.1, -6.3
- CCCCOc1ccc(-c2nnc(N)s2)cc1
 : 7.9, 2.9
- CCOc1cccc(=O)c2c(C)n(CC3CCCO3)c(C)c12 (stereo unspecified)
 : -5.5, -12.4
- Cc1ccc(OCc2nnc(SCC(=O)C(C)(C)C)n2Cc2ccco2)cc1
 : 7.1, 5.4
- CSc1nc2sc3c(c2c2nncn12)CCC3
 : 9.3, 4.7
- Cc1cc(F)c(F)c(C(=O)NC2CC2)c1Cl
 : 7.4, 1.8
- Cn1c(C(O)c2ccccc2F)nc(Cl)c1Cl (stereo unspecified)
 : 5.6, 1.6
- COc1cc2cc(C(c3nnnn3C3CCCC3)N3CCCCC3)c(=O)[nH]c2cc1OC (stereo unspecified)
 : -8.6, 4.8
- C=C(C)Cn1c(SCC(=O)O)nnc1-c1ccc(C(C)(C)C)cc1
 : 5.0, -1.4
- CC(CN1CCOCC1)OC(=O)c1ccccc1Br (stereo unspecified)
 : 8.5, 3.7
- CC(=O)c1cccc(NC(=O)N2CCCC2C(=O)NCCC(C)C)c1 (stereo unspecified)
 : 6.6, 7.2
- c1ccc(-c2csc3ncn4nnnc4c23)cc1
 : 14.6, 0.4
- CCCc1nnc(SCC(=O)Nc2ccc(OC)cc2)n1N
 : 6.2, 2.0
- CCOC(=O)c1c(CC(C)C)csc1NC(C)=O
 : 8.8, 3.2
- CCOc1ccccc1NC(=O)C1C2C=CC(O2)C1C(=O)O (stereo unspecified)
 : 7.7, 2.4
- N#Cc1c(NC(=O)CCCN2C(=O)c3ccccc3C2=O)oc(-c2ccccc2)c1-c1ccccc1
 : -9.3, -6.9
- O=C(O)CN(c1ccccc1)C1SC(=O)NC1=O (stereo unspecified)
 : 1.6, 1.9
- Cc1ccc2c(C)nc(Nc3ncc4c(n3)CCCC4=O)nc2c1
 : 13.6, 0.4
- Brc1ccc2c(c1)CNc1c(ncnc1N1CCOCC1)O2
 : -1.0, 6.2
- CCC(CC)C(=O)NCc1ccccc1OC
 : 9.9, 2.9
- O=C(Nc1ccccc1Sc1ccccc1)C1CCCO1 (stereo unspecified)
 : -8.8, 5.2
- Nc1nc2c(s1)C(=O)CCC2
 : 5.3, 0.1
- CCn1c(COc2cccc(OC)c2)nnc1SCC(=O)Nc1cccc(OC)c1
 : 5.2, 2.4
- C=CCNc1sc(C(=O)C(C)(C)C)c(N)c1C#N
 : -13.9, -1.9
- COc1ccc(-c2nn(CCC(=O)O)cc2CCC(=O)O)cc1
 : 0.0, 0.0

(list continues)
SMILES	TNAP inh Pi	TNAP pNPP inh
CCn1c(SCC(=O)N2c3ccccc3Sc3ccccc32)nnc1-c1ccco1	7.3	0.0
Cc1cc(NC(=O)CCC(=O)N(Cc2cccs2)C(C(=O)NC2CCCC2)c2ccncc2)no1 (stereo unspecified)	8.1	4.2
COc1ccc(CN(CCCN2CCOCC2)S(=O)(=O)N(C)C)cc1OC	8.9	5.8
O=c1c2c(nc3c(-c4ccccc4)c[nH]n13)CCCC2	12.8	5.1
CC1CCN(CC(=O)NCc2ccccc2)CC1	14.3	5.2
COc1ccc(S(=O)(=O)N2CCC(N3CCCCC3)CC2)cc1	8.7	5.1
COc1ccc(OC)c(C2/C(=C(/O)c3cnn(-c4ccccc4)c3C)C(=O)C(=O)N2CCN(C)C)c1 (stereo unspecified)	-10.0	1.3
CCN(CC)CCCN(Cc1cc2cc3c(cc2[nH]c1=O)OCCO3)C(=O)Nc1ccc(F)cc1	12.8	4.5
COc1ccc(C2CC(=O)C3=C(C2)Nc2ncnn2C3c2ccccc2C)cc1 (stereo unspecified)	6.8	4.0
COn1c(C)c(C(C)=O)c2c3nonc3ccc21	8.6	3.6
CC(OC(=O)c1ccco1)C(=O)NC1CCCCC1 (stereo unspecified)	11.9	-0.7
Cc1ccccc1NC(=O)C(C#N)Cc1cccnc1 (stereo unspecified)	0.3	-14.1
O=C(Nc1ccc(Cl)cc1C(=O)Nc1ccc(Br)cn1)c1ccco1	4.6	0.6
O=S(=O)(NCCOCCNS(=O)(=O)c1ccccc1)c1ccccc1	-1.5	-6.9
CCn1c(CNC(=O)Cc2ccc(OC)cc2)nnc1SCC(=O)Nc1nccs1	8.9	-1.6
COCCn1c(Cc2ccccc2)nnc1SCC(=O)Nc1cc(C)on1	6.7	-2.4

Assay outcomes deposited in PubChem BioAssay by Sanford-Burnham Center for Chemical Genomics.
